HIF act: HIF pathway transcriptional activation. U2OS HRE-luciferase reporter, luminescence; normalized: DMSO 0%, desferrioxamine 100%. activation, % at 7.5 µM (by protocol). 0.32% of 300,000 active;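 active = mean activation of at least 10% of the iron chelator positive control signal, with at least half of replicates also reaching 10%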
TRPC4 block: TRPC4 (mouse) channel inhibition; Q9QUQ5; HEK293 TRPC4beta/mu-opioid, DAMGO-evoked Fluo4 calcium flux; hits give low values; B-score at 10 µM; 0.39% of 300,000 active; AID 2247;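 active = B-score over 3 SD under the library average, no early fluorescence shift, positive overall ratio signal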
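Assay system: HEK293 cells with stable TRPC4beta plus mu-opioid receptor expression. Dosing: single dose. Measured by: Fluo4 Ca2+ flux fluorescence. Also added: DAMGO in two steps, submaximal then maximal. Read-out: B score from integrated Fluo4 fluorescence ratio.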
TRPC4 PAM: TRPC4 (mouse) allosteric potentiation | Q9QUQ5 | HEK293 TRPC4beta/mu-opioid, DAMGO EC20, Fluo-4 Ca2+ flux; hits give high values | B-score at 10 µM | 0.42% of 310,000 active;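 active = B-score of calcium response area above 5 SD of library B-scores, with initial fluorescence ratio within 5 SD of library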;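 note: B-score of integrated fluorescence ratio over time as area under calcium response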
aSyn 5UTR inh: MLPCN primary screen, SNCA 5' untranslated region; alpha-synuclein 5'UTR reporter, inhibitor activity; inhibition, % (tested at 7.5 µM); 0.82% of 300,000 active; AID 1813; in the data active = inhibition above about 60%;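 note: H4 neuroglioblastoma cells stably carrying SNCA 5'UTR luciferase fusion; 0% = DMSO wells and 100% = positive control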
TRPC6 inhibitor: inhibitors of mouse TRPC6 channel; B-score at 10 µM; HEK293-TRPC6, membrane potential dye, ACh-evoked depolarization; hits give low values; 1.1% of 310,000 active; Q61143;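 active = B-score under library mean minus 3 SD, initial fluorescence not abnormally high, positive integrated signal ratio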;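 note: B-score derived from integrated fluorescence ratio over the kinetic read; more negative B-score means stronger inhibition of depolarization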
Target sequence (Q61143 whole entry, looked up): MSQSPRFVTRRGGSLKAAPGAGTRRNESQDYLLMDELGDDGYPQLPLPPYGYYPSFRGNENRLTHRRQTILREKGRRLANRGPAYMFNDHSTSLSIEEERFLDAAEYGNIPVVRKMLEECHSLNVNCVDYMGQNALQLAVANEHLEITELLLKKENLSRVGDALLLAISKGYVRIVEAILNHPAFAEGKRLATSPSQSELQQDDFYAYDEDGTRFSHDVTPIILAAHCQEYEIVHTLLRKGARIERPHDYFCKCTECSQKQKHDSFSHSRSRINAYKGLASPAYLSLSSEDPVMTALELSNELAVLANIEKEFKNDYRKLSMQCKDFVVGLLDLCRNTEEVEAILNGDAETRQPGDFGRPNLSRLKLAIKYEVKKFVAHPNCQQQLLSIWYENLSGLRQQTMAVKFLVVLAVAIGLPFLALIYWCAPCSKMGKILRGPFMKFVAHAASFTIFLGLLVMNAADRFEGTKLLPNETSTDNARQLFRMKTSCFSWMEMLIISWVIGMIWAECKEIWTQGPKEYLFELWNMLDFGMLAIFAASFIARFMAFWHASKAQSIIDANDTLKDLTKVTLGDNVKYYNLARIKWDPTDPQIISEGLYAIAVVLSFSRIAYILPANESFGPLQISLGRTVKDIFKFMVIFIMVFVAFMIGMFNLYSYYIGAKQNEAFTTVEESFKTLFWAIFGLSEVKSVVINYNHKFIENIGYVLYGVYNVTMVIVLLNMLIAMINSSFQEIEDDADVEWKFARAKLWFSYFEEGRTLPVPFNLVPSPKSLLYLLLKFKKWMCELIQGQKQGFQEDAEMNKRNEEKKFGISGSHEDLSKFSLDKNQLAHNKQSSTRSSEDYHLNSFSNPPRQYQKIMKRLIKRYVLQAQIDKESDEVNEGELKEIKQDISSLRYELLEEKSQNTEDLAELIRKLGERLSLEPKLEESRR
IEC-6 cytotox: counter-screen for KLF5 inhibitors: cytotoxicity in IEC-6 cells | IEC-6 cytotoxicity, luminescence viability | inhibition, % at 5 µM | 0.78% of 290,000 active | AID 1825; in the data active = inhibition above about 22%;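 note: 0% = plate median of test compound wells and 100% = cytotoxic reference compound wells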
TRPC4 agonist: TRPC4 (mouse) channel activation. Q9QUQ5. B-score at 10 µM. 0.49% of 310,000 active. HEK293 TRPC4beta/mu-opioid, Fluo4 calcium fluorescence; hits give high values;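 active = B-score above 5 SD of library B-scores, and initial fluorescence ratio not above library mean plus 5 SD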;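 note: positive B-score marks a calcium rise read as TRPC4 activation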
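Incubation: 45 min room-temperature Fluo4 loading, 110 s read / System: HEK293 cells stably co-expressing mouse TRPC4beta and mu-opioid receptor / Signal: Fluo4 fluorescence, kinetic / Control set: buffer (low) and maximal DAMGO (high) / Measure: integrated baseline-normalised fluorescence ratio, converted to per-well B score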
MrgX1 antagonist: antagonists of human MrgX1 receptor. Q96LB2. MRGX1-HEK293 calcium flux, Fluo-4, BAM8-22 antagonism; hits give low values. B-score at 10 µM. 1.3% of 310,000 active. AID 588676;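 active = calcium-response B-score plate-corrected more than 3 library SD below zero, starting fluorescence within 5 deviations, no agonist response on first addition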;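 note: peak minus trough fluorescence over baseline after final BAM8-22 challenge near maximal dose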
SKKanGAS inh: SKKanGAS growth inhibition | S. pyogenes SKKanGAS, kanamycin growth, BacTiter-Glo, 6 h | inhibition, % at 7.5 µM | 1.3% of 300,000 active | AID 1662;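 active = mean replicate score, as percent of positive control median, at least 50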;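 note: strain carries kanamycin resistance gene driven by streptokinase promoter and grows in 40 µg/ml kanamycin; loss of luminescence reflects streptokinase promoter inhibition or plain growth inhibition; 0% = median of DMSO wells and 100% = positive control at its reference dose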
TRPC6 activator: activators of mouse TRPC6 channel. B-score at 10 µM. Q61143. 0.13% of 310,000 active. HEK293-TRPC6 membrane potential dye fluorescence; hits give high values;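 active = B-score of the integrated fluorescence ratio above library mean plus 3 SD, and starting fluorescence ratio within library mean plus 5 SD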;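 note: higher score means more depolarization so channel activation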
KLF5 inh: kruppel-like factor 5 inhibition; DLD-1 KLF5 promoter-luciferase reporter, luminescence; inhibition, % at 5 µM; 0.23% of 290,000 active;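 active = inhibition above a per-plate limit of that plate's mean compound inhibition plus 3 SD, cut at about 60% in these data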;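 note: 0% = DMSO wells and 100% = LY294002 at 200 µM; higher means less KLF5 promoter-driven luciferase light; inactives centre near -14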
Numbers without * were called inactive; i = inactive; x = no result given.

SMILES	HIF act	TRPC4 block	TRPC4 PAM	aSyn 5UTR inh	TRPC6 inhibitor	IEC-6 cytotox	TRPC4 agonist	MrgX1 antagonist	SKKanGAS inh	TRPC6 activator	KLF5 inh
COc1cc(/C=N/N(C)c2ccccc2)ccc1O	5.2	i	i	-156	i	8	i	i	3	i	-139
CCOc1ccc(OCC)c(S(=O)(=O)NNC(=O)c2c(C)nc3ccccn23)c1	-0.5	i	i	-8	i	4	i	i	2	i	-29
CC(C)NC(=O)N(Cc1ccc(Cl)cc1)Cc1cccs1	-0.7	i	i	29	i	-1	i	i	1	i	19
Brc1ccc(CN2CCN(c3ccccc3)CC2)o1	0.4	i	i	-6	i	4	i	i	-1	i	-29
CC(=O)Nc1ccc(S(=O)(=O)N2CCN(Cc3ccncc3)CC2)cc1	-0.7	i	i	-28	i	4	i	i	-3	i	8
CC1CCCCN1Cc1cnc(Cl)s1 (stereo unspecified)	x	i	i	x	i	-3	i	i	-1	i	-6
O=C(NC1CCCCC1)C1(S(=O)(=O)c2ccc(Cl)cc2)CC1	-0.3	i	i	2	i	-4	i	i	4	i	4
Fc1ccccc1N1CCN(c2ncnc3nc[nH]c23)CC1	0.2	i	i	24	i	-7	i	i	1	i	-12
Cc1oc2c(c1C(=O)c1ccccc1)C(=O)C(=O)c1ccccc1-2	-4.2	-6*	i	127*	i	2	i	i	34	i	-103
O=C(O)c1ccc2c(=O)n3c(nc2c1)/C(=C/c1ccc(Cl)c(Cl)c1)CC3	-1.5	i	i	-35	i	-2	i	i	9	i	0
O=C(OCCN1CCOCC1)c1cccc(F)c1	0.0	i	i	10	i	-2	i	i	-2	i	-10
COc1cccc(/C=N/NC(=O)c2ccc(=O)n(C)c2)c1OC	-0.9	i	i	-12	i	1	i	i	1	i	0
O=C(C1CC(=O)N(C2CCCC2)C1)N1CCN(c2ccccc2F)CC1 (stereo unspecified)	-0.1	i	i	-24	i	6	i	i	0	i	-13
COc1ccc(Cl)cc1NC(=O)C1COc2ccccc2O1 (stereo unspecified)	0.9	i	i	-65	i	10	i	i	3	i	-2
C=CCOC(=O)C1=C[C@@H](c2ccc(C(F)(F)F)cc2)C[C@@H](OCc2ccc(CO)cc2)O1	-0.8	i	i	11	i	x	i	i	11	i	x
CCN(CC(=O)N1CCCC1)S(=O)(=O)c1ccc(F)cc1	-4.6	i	i	5	i	-1	i	i	1	i	-45
C[C@H](NC(=O)c1nc[nH]c1C(=O)NC(c1ccccc1)c1ccccc1)C(=O)OC(C)(C)C	2.8	i	i	23	i	3	i	i	43	i	-7
CCn1c(CC(=O)Nc2ccccc2F)nnc1SCC(=O)NC1CCCC1	0.4	i	i	10	i	5	i	i	-5	i	-35
O=C(c1cc2ccccc2o1)N1CCN(c2cccc(C(F)(F)F)c2)CC1	-0.6	i	i	4	i	0	i	i	1	i	-8
O=C(COc1ccccc1[N+](=O)[O-])Nc1cccc(C(=O)Nc2ccccc2C(=O)O)c1	0.2	i	i	-15	i	0	i	i	39	i	-27
COc1ccc(C(=O)Nc2ccnn2C2CCN(CCC(C)c3ccc(C)o3)CC2)cc1 (stereo unspecified)	-0.2	i	i	-1	i	-1	i	i	10	i	-6
CCC/C=C(\CCC)C(NC(=O)c1ccc(C(F)(F)F)cc1)c1ccccc1 (stereo unspecified)	-0.2	i	i	-4	i	x	i	i	6	i	x
COC(=O)C1CC(c2ccc(Cl)cc2)=NO1 (stereo unspecified)	-0.5	i	i	7	i	-1	i	i	-6	i	-12
O=C(COc1ccc(Cl)cc1Cl)N1CCCC1	0.3	i	i	-27	i	-3	i	i	-10	i	-4
C1=CC2=NC34CCCCC3CC3=C(CCCC3)N4C2=CC1=NC1CCCCC1 (stereo unspecified)	0.0	i	i	-24	i	x	i	i	2	i	x
COc1ccc(C2N(C(=O)c3ccccc3)CCN2C(=O)c2ccccc2)cc1	-0.6	i	i	7	i	-5	i	i	1	i	-12
CN1CCN(C(=S)c2ccc(N(C)C)cc2)CC1	x	i	i	x	i	1	i	i	5	i	-1
CSc1ccccc1NC(=O)CO/N=C(\C)c1cc2ccccc2o1	0.4	i	i	-32	i	36*	i	i	-13	i	-20
Cc1cccc2cc(C#N)c(N3CCC(O)CC3)nc12	-1.5	i	i	-19	i	0	i	i	-3	i	-30
O=C1c2ccccc2C(=O)N1OCc1c(F)cccc1Cl	-0.2	i	i	-9	i	-10	i	i	5	i	-11
CSCC(C)N1CCC(n2nccc2NC(=O)CCOc2ccccc2)CC1 (stereo unspecified)	0.3	i	i	-1	i	-6	i	i	-13	i	14
O=C(N/C=C/c1ccco1)NCc1ccccc1	0.1	i	i	2	i	0	i	i	-3	i	-43
COc1ccc(NC(=O)Nc2cccc3ccccc23)c(OC)c1	-0.1	i	i	5	i	1	i	i	-1	i	-11
O=C(NCc1cccnc1)c1ccc(-c2ccccc2[N+](=O)[O-])o1	0.3	i	i	-64	i	-3	i	-5.9*	2	i	-17
CCCCN(C(=O)CSCC(=O)Nc1cccc(C)c1)c1c(N)n(Cc2ccccc2)c(=O)[nH]c1=O	0.3	i	i	9	i	x	i	i	-4	i	x
c1ccc(CN=C2NN=C(c3cc4ccccc4o3)CS2)cc1	1.2	i	i	-7	i	6	i	i	3	i	-33
CC(C)CC(=O)Nc1ccccc1Oc1ccccc1	0.6	i	i	-3	i	1	i	i	6	i	-20
CCOc1ccc(C(=O)NCC(=O)NCC(c2ccc(OC)cc2)N2CCOCC2)cc1OCC (stereo unspecified)	1.1	i	i	-10	i	x	i	i	-4	i	x
Cc1nc(C(F)(F)F)c(C(=O)N/N=C(\N)c2cccnc2)s1	0.0	i	i	-10	i	-3	i	i	4	i	-36
CN(CC(=O)Nc1ccc(F)cc1)C(=O)COC(=O)C1CCN(c2ccc(C(F)(F)F)cn2)CC1	1.9	-5*	i	-1	i	x	i	i	7	i	x
Cn1c(=O)c2ncn(CC(=O)Nc3nc(-c4ccc(Cl)cc4)cs3)c2n(C)c1=O	-0.5	i	i	33	i	-1	i	i	-6	i	-1
NS(=O)(=O)c1cccc(NC(=O)CSc2nc3ccccc3[nH]2)c1	0.0	i	i	12	i	0	i	i	-3	i	8
O=C(Nc1ccncc1)c1ccc(-c2ccccc2)cc1	4.7	i	i	-127	i	-4	i	i	17	i	-58
COc1cccc(NC(=O)CCN2CCOCC2)c1	0.6	i	i	-1	i	2	i	i	0	i	-4
CNC(=O)c1c(NC(=O)CS(=O)(=O)c2ccccc2)sc(C)c1C	-0.5	i	i	11	i	x	i	i	2	i	x
COc1ccc(NC(=O)c2cccc(OC(=S)N3CCOCC3)c2)cc1	-0.3	i	i	0	i	-1	i	i	2	i	-22
Cc1cccc(-n2ccc(=O)c(C(=O)Nc3ccc(S(=O)(=O)Nc4onc(C)c4C)cc3)n2)c1	0.6	i	i	-18	i	-6	i	i	23	i	-19
CCN(Cc1cnn(C)c1)C(=O)C1CCC(=O)N(CCc2ccc(OC)cc2)C1 (stereo unspecified)	-0.1	i	i	31	i	-6	i	i	-5	i	-40
CCC(C)NCCCOc1ccc([N+](=O)[O-])cc1 (stereo unspecified)	-0.3	i	i	7	i	3	i	i	-2	i	7
Cc1nn(S(=O)(=O)N(C)C)c(C)c1CN1C(=O)c2ccccc2C1=O	-0.6	i	i	-6	i	-3	i	i	-8	i	-22
CC(=O)Oc1ccc(C(=O)Nc2cccc3c2CCCC3)cc1	-0.7	i	i	-16	i	1	i	i	-2	i	-33
O=C(NCC1CCCO1)c1cccc(S(=O)(=O)N2CCOCC2)c1 (stereo unspecified)	0.5	i	i	-25	i	2	i	i	0	i	-16
O=C(CSc1nnc2ccc3ccccc3n12)N1CCOCC1	0.8	i	i	-94	i	-2	i	i	-7	i	-41
CCOC(=O)c1ccc(NC(=S)N2CCN(c3ccc(N4CCOCC4)nn3)CC2)cc1	-0.3	i	i	5	i	0	i	i	5	i	-15
Cc1ccccc1OCCC(=O)Nc1cc(S(=O)(=O)N2CCOCC2)ccc1OC(C)C	0.1	i	i	5	i	-3	i	i	12	i	-31
COc1cccc(OC)c1OCCCOc1ccc([N+](=O)[O-])cc1Cl	-0.5	i	i	2	i	1	i	i	-3	i	32
Cc1ccc(C2=NN(CC(=O)NCc3cccs3)C(=O)CC2)cc1	-0.1	i	i	-3	i	1	i	i	2	i	-20
O=C(NCc1cccs1)c1cc(-c2cccs2)on1	4.4	x	i	-169	i	0	i	i	-10	i	-39
Cc1ccc2c(c1)CC(C)N2S(=O)(=O)c1nnc(NC(=O)CC(C)C)s1 (stereo unspecified)	-0.5	i	i	8	i	2	i	i	9	i	10
Cc1cc(C)cc(NC(=S)N2CCCC2)c1	x	i	i	x	i	0	i	i	x	i	-40

Quoted at random: 2 entries already listed
SMILES	HIF act	TRPC4 block	TRPC4 PAM	aSyn 5UTR inh	TRPC6 inhibitor	IEC-6 cytotox	TRPC4 agonist	MrgX1 antagonist	SKKanGAS inh	TRPC6 activator	KLF5 inh
O=C(CSc1nnc2ccc3ccccc3n12)N1CCOCC1	0.8	i	i	-94	i	-2	i	i	-7	i	-41
Cc1cccc(-n2ccc(=O)c(C(=O)Nc3ccc(S(=O)(=O)Nc4onc(C)c4C)cc3)n2)c1	0.6	i	i	-18	i	-6	i	i	23	i	-19

(continued)
SMILES	HIF act	TRPC4 block	TRPC4 PAM	aSyn 5UTR inh	TRPC6 inhibitor	IEC-6 cytotox	TRPC4 agonist	MrgX1 antagonist	SKKanGAS inh	TRPC6 activator	KLF5 inh
COc1ccccc1CCNC(=O)C1(C)CC1(Cl)Cl (stereo unspecified)	1.1	i	i	1	i	-5	i	i	3	i	-29
COC(=O)Cn1c(C)nc([N+](=O)[O-])c1Br	0.5	i	i	-6	i	4	i	i	-3	i	-45
CCN(c1ccccc1)S(=O)(=O)c1cc(C(=O)Nc2cccc(Cl)c2)ccc1F	-0.1	i	i	5	i	-2	i	i	32	i	1
CCCCCC/C=C/c1ccc(OC)c([C@H]2[C@H]3C=CC[C@@H](C)[C@@H]3C(=O)N2Cc2ccccc2)c1	-0.3	i	i	4	i	x	i	i	17	i	x
COc1cc2nc(C3CCC3)n(NC(=O)C3CCC(OC)CC3)c(=O)c2cc1OC (stereo unspecified)	-0.4	i	i	1	i	4	i	i	3	i	-15
COc1ccccc1CCC(=O)N1CCC(n2nccc2NC(=O)CC(C)C)CC1	0.0	i	i	-17	i	-10	i	i	-1	i	-31
CCN1CCN(CCCNC(=O)C2c3ccccc3C(=O)N(C)C2c2ccc(OC)cc2)CC1 (stereo unspecified)	-0.3	i	i	-7	i	0	i	i	-3	i	-14
O=C(Nc1ccnn1C1CCN(Cc2ccc(OC(F)F)cc2)CC1)C1CCCC1	0.2	i	i	14	i	0	i	i	2	i	-23
COc1ccc(CN2CCn3nc(C(=O)NC4CC4)cc3C2=O)cc1	0.6	i	i	2	i	2	i	i	-6	i	-11
